MCF10A rereplic = A quantitative high throughput screen for small molecules that induce DNA re-replication in MCF 10a normal breast cells | MCF 10A DNA re-replication, Hoechst nuclear intensity, 48 h | Potency, µM (doses to about 46.1 µM), for inactives: top-dose activity, positive = re-replication, actives largely listed as activators | 2.9% of 350,000 active | AID 624296, 2012; note: potency is the fitted concentration of half-maximal effect; % of control where 0% means no effect; nearly all actives have a fitted effect of over 50% in size
KB-3-1 cytotox = qHTS assay for MDR1-selective chemotherapeutics: Primary screen using the parental adenocarcinoma cell KB-3-1; KB-3-1 viability, CellTiter-Glo ATP luminescence, 72 h; Potency, µM (series often up to 46.1 µM), without a hit: at the top dose activity change, negative = cytotoxic, most hits filed as cytotoxic; 1.4% of 400,000 active; AID 1347075, 2019; note: potency is the fitted concentration of half-maximal effect; % is set by controls: 0 for no effect and ±100 for the full control effect; nearly all actives have a fitted effect of over 60% in size
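Cells are dispensed, compounds pinned in, plates held at 37 °C for 72 h, then CellTiter-Glo is added and luminescence read after 10 minutes. Cell line: parental KB-3-1 in phenol-red-free DMEM, 10% FBS.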
SW480 rereplic = A quantitative high throughput screen for small molecules that induce DNA re-replication in SW480 colon adenocarcinoma cells | SW480 DNA re-replication, Hoechst DNA content imaging, 48 h | Potency, µM (highest dose often 46.1 µM), for inactives: at the highest dose re-replication activation, most hits filed as activators | 1.8% of 340,000 active | AID 624297, 2012; note: potency is the fitted concentration of half-maximal effect; % of control where 0% means no effect; nearly all actives have a fitted effect of over 55% in size
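Treated cells incubate 48 hr (37 C, 5% CO2), are stained 40 min with Hoechst, and nuclear fluorescence is enumerated; a rise in nuclei with high DNA signal marks re-replication.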
IL1B secr inh = qHTS for Inhibitors of Inflammasome Signaling: IL-1-beta AlphaLISA Primary Screen; activity change, % at 57.5 µM; 4.7% of 360,000 active; THP-1 LPS/ATP IL-1B secretion, AlphaLISA, 16 h; active compounds read low; in the data active = activity change below about -50%; inconclusive = mostly about -30% to -49%; note: % is set by controls: 0 for no effect and ±100 for the full control effect
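THP-1 cells pretreated 1 hr with compounds (up to 57.5 uM final), then stimulated with LPS (250 ng/mL final) plus ATP (1.25 mM final); secreted IL-1B measured by AlphaLISA after 16 hr, decreased signal indicating inhibition.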
S2 tox = Viability Counterscreen for Primary qHTS for Inhibitors of ATXN expression | Potency, µM (top dose mostly 56.7 µM), hits mostly cytotoxic | 0.49% of 400,000 active | AID 651635, 2014 | S2 cells (HEK-293 line with an ATXN2-luciferase reporter) viability, CellTiter-Fluor protease fluorescence, 24 h; note: potency is the fitted concentration of half-maximal effect; nearly all actives have a fitted effect of over 40% in size
KB-V1 cytotox = qHTS assay for MDR1-selective chemotherapeutics: Primary screen using the drug-selected MDR subline cells KB-V1; KB-V1 MDR cells viability, CellTiter-Glo, 72 h; Potency, µM (doses to about 46.1 µM), for the others: top-dose activity change, negative = cytotoxicity, actives largely listed as cytotoxic; 3.4% of 400,000 active; note: potency is the fitted concentration of half-maximal effect; % is set by controls: 0 for no effect and ±100 for the full control effect; nearly all actives have a fitted effect of over 60% in size
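Following 72 h at 37 degrees C with compound, KB-V1 cell viability was read by CellTiter-Glo luminescence, medium being phenol-red-free DMEM plus 10% FBS; concentration-response parameters came from normalized, curve-fitted qHTS data.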
HT1080-NT tox = qHTS for induction of synthetic lethality in tumor cells producing 2HG: qHTS for the HT-1080-NT fibrosarcoma cell line; HT-1080-NT fibrosarcoma viability, CellTiter-Glo ATP luminescence, 48 h; Potency, µM (doses to about 46.1 µM), for the others: top-dose activity, negative = less viability, most hits filed as cytotoxic; 1.6% of 360,000 active; AID 686970, 2013;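 note: NT is the 2HG producing partner of a matched IDH1 knockdown line; potency is the fitted concentration of half-maximal effect; 0% = DMSO-treated cells and -100% = media-only wells without cells; nearly all actives have a fitted effect of over 55% in size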
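Toxicity toward the 2HG-producing NT line was scored as %Activity, normalised to DMSO and no-cell wells, from CellTiter-Glo luminescence after 48 hours' treatment.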
HT1080 IDH1KD tx = qHTS for induction of synthetic lethality in tumor cells producing 2HG: qHTS for the HT-1080-IDH1KD cell line; HT-1080 IDH1 knockdown viability, ATP luminescence, 48 h; Potency, µM (highest dose often 46.1 µM), without a hit: at the highest dose activity, negative = toxicity, actives largely listed as cytotoxic; 2% of 360,000 active;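 note: potency is the fitted concentration of half-maximal effect; 0% = DMSO wells and -100% = cell-free medium wells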
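Luminescent ATP read-out (CellTiter-Glo, 10 min at room temperature) after 48 h compound exposure at 37 °C gave viability of IDH1-knockdown HT-1080 cells. Activity was normalised to DMSO and cell-free wells, then fitted as concentration-response curves.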
ATXN2 expr inh = Primary qHTS for Inhibitors of ATXN expression | Potency, µM (doses to about 57 µM), for the others: at the top dose activity change, negative = inhibition, usual class: inhibitors | 0.72% of 360,000 active | HEK-293 ATXN2-luciferase reporter, luminescence, 24 h; note: potency is the fitted concentration of half-maximal effect; % is set by controls: 0 for no effect and ±100 for the full control effect; nearly all actives have a fitted effect of over 55% in size
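qHTS (up to 57 uM final) was run with 24 h compound exposure of reporter cells at 37 °C. Each well was multiplexed: SteadyGlo luminescence measured ATXN2-luciferase expression after a fluorogenic Gly-Phe-AFC viability readout (25 uM final).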
* = called active by the depositor; i = inactive; ? = inconclusive; . = no result given; & = joins results of further samples; [ ] = remark or other dose. Unless noted, calls come from the whole dose curve; as a rule, active = well fitted curve in the direction sought with a large enough effect; inconclusive = small, poorly fitted or top-dose-only effect, or another doubt; inactive = no such curve, though single readings can be large; an effect the other way counts as inactive or inconclusive.

SMILES | MCF10A rereplic | KB-3-1 cytotox | SW480 rereplic | IL1B secr inh | S2 tox | KB-V1 cytotox | HT1080-NT tox | HT1080 IDH1KD tx | ATXN2 expr inh
COc1ccc(OC)c(C(=O)c2ccc(C(=O)Nc3ccc(NC(C)=O)cc3)cc2)c1 | 3% | -9% | -11% | -8 | ? | 18% | ? | ? | ?
CC1=C(C(=O)N2CCOCC2)CC(CC(=O)NCCCCc2ccccc2)C(=O)N1Cc1ccc(C(C)(C)C)cc1 (stereo not drawn) | . | 0% | . | -2 | ? | 5% | 16% | -21% | ?
NC(=O)C1CC2(C1)CC(C(N)=O)C2 (stereo not drawn) | -4% | 21% | 0% | -3 | i | -3% | -2% | -2% | 7%
COc1ccc(-c2nc3ccccn3c2NCc2ccc3c(c2)OCO3)cc1 | ? | -29% | -7%[9.22 µM] | -28 | i | ? | -28% | -16% | 18%
Cc1ccc(O)c(Nc2nc3ccccc3c3nncn23)c1 | . | -17% | . | . | i | -2% | . | . | -1%
S=C(NCCc1ccccc1)Nc1ccccc1Cl | 8% | 5% | -2% | -10 | i | ? | 3% | 8% | 27%
CCOCCCN(C(=O)CCC(=O)Nc1cc(C)on1)C(C(=O)NC(C)(C)CC)c1cccc(OC)c1OC (stereo not drawn) | ? | 10% | -5% | -1 | i | -21% | 0% | 3% | -6%
Cc1noc(C)c1COC(=O)Cn1c(C)nc2ccccc21 | -2% | -1% | -2% | 17 | i | ? | 7% | 2% | 1%
CCSC1=NC2(CCN(C(=O)NC3CCCCC3)CC2)N=C1c1ccc(C)c(C)c1 | . | ? | . | . | i | -9% | . | . | 6%
CC(C)CNC(=O)c1cnn2c(C(F)(F)F)cc(C(F)(F)F)nc12 | 0% | 6% | -9% | 3 | i | 26% | 6% | -1% | -2%
CC(=O)c1c(C)[nH]c(C(=O)Nc2ccc(F)c(F)c2F)c1C | -4% | -3% | 2% | 40 | i | ? | -11% | -3% | 1%
CCOC(=O)C1CCCN(C(=O)c2oc3ccccc3c2C)CC1 (stereo not drawn) | . | 0% | . | 24 | i | 4% | 7% | 8% | -6%
CCOC(=O)C1CCN(C(c2ccccn2)c2c(C)[nH]c3ccccc23)CC1 (stereo not drawn) | 21µM* | 18µM* | ? | -110* | i | -7% | ? | ? | 42%[activator]
COc1ccc(NS(=O)(=O)c2cc(NC(=O)Cc3cccs3)ccc2C)cc1 | 16µM* | 7% | ? | 9 | i | 15% | 21% | 21% | 0%
CC(=O)Nc1cccc(-c2csc(C(C)(NC(C)=O)c3ccccc3)n2)c1 (stereo not drawn) | . | 0% | . | 27 | i | 3% | 5% | 0% | 1%
COc1ccc(CCNC(=O)c2coc3ccccc3c2=O)cc1OC | ? | -2% | ? | 7 | i | 11% | -1% | -17% | 7%
COc1cc(CC(=O)NC2CCCc3ccccc32)cc(OC)c1OC (stereo not drawn) | 4% | 20% | -4% | 23 | i | ? | 1% | 5% | -10%
O=C(O)COc1ccccc1/C=N/NC(=O)CN1CCN(Cc2ccccc2Cl)CC1 | 2% | -4% | 0% | -12 | i | ? | 0% | -9% | -23%
N#Cc1ccccc1OCC(=O)N1CCN(c2ccccc2F)CC1 | . | -11% | . | . | ? | -16% | . | . | 9%
CCC(C)NC(=O)c1ccccc1NC(=O)CN(c1ccc(OC)cc1)S(C)(=O)=O (stereo not drawn) | 2% | 9% | -5% | -12 | i | 0% | 8%[9.24 µM] | 5% | 29%
CN(C)c1ccc(CNC(=O)CCS(=O)(=O)c2ccc3c(c2)n(C)c(=O)c(=O)n3C)cc1 | 0% | -15% | -7% | 0 | i | -1% | -1% | 1% | 1%
CC1(C)CC(CC(=O)O)CC(C)(C)N1 | -2% | 6% | -2% | 11 | i | 5% | 5% | 7% | -5%
COc1cc(-c2ccno2)ccc1S(=O)(=O)N1CCN(c2ccccc2)CC1 | . | -13% | . | . | i | 2% | . | . | -9%
CC(CCc1ccccn1)C(=O)C(C)CCc1ccccn1 (stereo not drawn) | 3% | 0% | -3% | 0 | ? | ? | 0% | -1% | -5%
CC1=CC(C)[C@@H]2COC(c3ccc(O)cc3)[C@H]1C2C (stereo partly drawn) | -8% | 5% | -13% | 14 | ? | -2% | 3% | 2% | .
CCOC(=O)C(O)C1CCc2c([nH]c3ccc(C)cc23)C1=O (stereo not drawn) | ? | ? | ? | . | i | 18µM* | -7% | 0% | 11%
COc1ccc(CCN2C(=O)c3oc4cc(C)cc(C)c4c(=O)c3C2c2ccc(F)cc2)cc1OC (stereo not drawn) | . | -7% | . | . | i | -1% | . | . | 10%
CCc1nnc(NS(=O)(=O)c2ccc(NC(=S)NC(=O)c3ccc(OC)c(OC)c3)cc2)s1 | ? | 0% | 18µM* | 8 | i | 14% | 3% | 5% | .
COc1ccc(O)c(C2=Nc3ccccc3N=C(c3ccccc3)C2)c1 | 14% | -4%&-20% | ? | 17 | i | ? | -7% | -8% | -5%&20%
COc1ccc(CN2CCCC(N3CCc4ccccc4C3)C2)c(O)c1 (stereo not drawn) | 1% | -11% | 6% | -9 | i | 3% | 9% | 7% | -16%
Cc1c(Br)cccc1NC(=O)c1sccc1-n1cccc1 | 22% | -4% | 0% | ? | i | 4% | 1% | -3% | 8%
CCOc1cc(C(=O)OC(C)C(=O)Nc2ccc(NC(C)=O)cc2)ccc1OCC(=O)N1CCCCC1 (stereo not drawn) | 1% | 10% | -15% | i | i | -28% | -1% | -4% | 8%
Cc1ccc(NC(=O)CC(C(=O)O)c2ccccc2)cc1 (stereo not drawn) | 0% | 10% | . | 0 | i | -6% | -3% | -16% | -6%
C/C(=N/OC(=O)c1c(-c2ccccc2Cl)noc1C)c1cnccn1 | -19% | 0% | 0% | 4 | i | ? | -20% | -10% | -13%
Cc1ccc(CNC(=O)Nc2ccc(F)cc2)n1C | -2% | -3% | -5% | 29 | i | ? | -9% | 1% | 7%
CCOc1ccc(-c2nc3scc(-c4cccs4)c3c(=O)[nH]2)cc1 | 1.5µM* | 2% | 21% | 0 | . | 0% | 5% | 6% | .
COC(=O)CN(c1cc(Cl)ccc1OC)S(=O)(=O)c1ccc(C)cc1 | ? | ? | ? | 48 | i | ? | 18µM* | 16µM* | -20%
COc1cccc(OCCCOc2ccc([N+](=O)[O-])cc2Cl)c1 | -3% | 2% | -6% | -3 | i | -3% | 10% | 27% | 8%
Cc1cc(SCC(=O)NCc2ccccc2Cl)nc(=O)[nH]1 | . | 18% | . | . | i | 22% | . | . | -4%
CCOc1ccc(S(=O)(=O)n2cc(F)c(=O)[nH]c2=O)cc1[N+](=O)[O-] | 7% | 9% | -25% | 34 | i | 10% | 3% | -8% | .

Part of the list above, limited to HT1080 IDH1KD tx.
compound | HT1080 IDH1KD tx
CCOc1ccc(-c2nc3scc(-c4cccs4)c3c(=O)[nH]2)cc1 | 6%
C/C(=N/OC(=O)c1c(-c2ccccc2Cl)noc1C)c1cnccn1 | -10%
CCOc1ccc(S(=O)(=O)n2cc(F)c(=O)[nH]c2=O)cc1[N+](=O)[O-] | -8%
CCOc1cc(C(=O)OC(C)C(=O)Nc2ccc(NC(C)=O)cc2)ccc1OCC(=O)N1CCCCC1 (stereo not drawn) | -4%

The listing continues:
SMILES | MCF10A rereplic | KB-3-1 cytotox | SW480 rereplic | IL1B secr inh | S2 tox | KB-V1 cytotox | HT1080-NT tox | HT1080 IDH1KD tx | ATXN2 expr inh
Cc1oc(/C=N/NC(=O)CN(c2ccccc2Br)S(C)(=O)=O)cc1Br | ? | -4% | ? | -16 | i | 11% | -8% | -13% | -15%
Cc1ccc(-c2cccc(NC(=O)C3C4C=CC(C4)C3C(=O)O)c2)o1 (stereo not drawn) | 3% | 2% | 4% | 27 | ? | 15% | 11% | 0% | 10%
COc1cc(C(C)=O)ccc1OC(=O)N1CCOCC1 | . | -11% | . | 19 | i | -18% | -1% | -1% | .
COc1ccc(S(=O)(=O)NCCCCCC(=O)NCCCN2CCOCC2)cc1 | -1% | -13% | -1% | 1 | i | -2% | -3% | 12% | 3%
COc1ccc(-n2c(COc3cccc(C)c3)n[nH]c2=S)cc1 | -2% | 4% | 4% | 18 | i | 0% | 6% | -2% | -2%
CCCCOC(=O)N1CCOCCOCCOCC1 | 3% | 4% | 2% | 4 | i | 28% | 15% | 12% | 8%
CC(C)c1ccc(Nc2cc(C(=O)NCCc3ccccc3)c3ccccc3n2)cc1 | . | -1% | . | . | i | 8% | . | . | 4%
Nc1[nH]nc2c1NN(c1ccc(Cl)cc1Cl)N2 | ? | 2% | ? | -6 | i | ? | 14% | 15% | 20%
CCOC(=O)CCCn1ncn2c(cc3occc32)c1=O | 10% | -4% | -8% | 8 | i | 0% | 9% | 16% | 22%
CCC1(c2ccc(F)cc2)NC(=O)N(CC(=O)NC2CCCC(C)C2C)C1=O (stereo not drawn) | -2% | -15% | 0% | -25 | i | 16µM* | -1% | -15% | -9%
Cc1nc([N+](=O)[O-])cn1CC(=O)NCCCO | 7% | -2% | -10% | 24 | i | -4% | 13% | 24% | 3%
CC(C)N(C(=O)COC(=O)Cn1cnc2ccccc21)c1ccccc1 | -12% | 0% | -6% | 7 | i | 13% | 17% | 15% | -1%
Oc1ccccc1-n1nc2ccc3nonc3c2n1 | 1% | 1% | -7% | 0 | i | ? | -1% | -3% | 14%
Cc1ccc(-n2c(C)cn(C(=O)c3ccccc3)c2=S)cc1 | 6% | -1% | 0% | -5 | i | ? | 0% | -2% | 1%

Screening results (PubChem BioAssay)
